TCR activator = Activators of T cell receptors: qHTS campaign. AID 504894, 2011. 330,000 tested, under 10 active. primary human leukocytes, anti-CD3, IL-2 HTRF, 48 h. Potency, µM (highest dose often 9.22 µM), inactives show at the highest dose activation of IL-2 secretion, hits mostly activators; note: % of control where 0% means no effect
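IL-2 release read by HTRF sandwich (Eu cryptate donor, d2 acceptor, 665 nm emission) after 48 hr exposure of primary human leukocytes to compound together with anti-CD3 beads in the absence of co-stimulatory signals.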
TSHR antag = Antagonists of the Thyroid Stimulating Hormone Receptor: HTS campaign; Thyrotropin receptor (Homo sapiens), P16473; TSHR-expressing cells, TSH-stimulated cAMP HTRF, 2 h; active compounds read low; activity change, negative = inhibition, % at 11.5 µM; 330,000 compounds, 0.2% hits; AID 504810, 2011;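 active = activity change below a set negative limit, meaning inhibition stronger than a set level, cut at about -70% in these data; inconclusive = activity change between two set negative limits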; note: % is set by controls: 0 for no effect and ±100 for the full control effect
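Freshly harvested TSHR cells receive pin-tooled compound, then EC80 TSH at 4nM final. After 2 hours at 37 deg C, antibody in lysis buffer and cAMP-d2 are added; 30 minutes at ambient temperature precede the HTRF read.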
Mito fusion yeast = qHTS Assay for Small Molecule Inhibitors of Mitochondrial Division or Activators of Mitochondrial Fusion; S. cerevisiae fusion-defective mutant growth rescue, CellTiterGlo 48 h; Potency, µM (series often up to 46.1 µM), for inactives: top-dose growth rescue (activation), most hits filed as activators; 320,000 compounds, 0.23% hits; AID 485298, 2010;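 note: potency is the fitted concentration of half-maximal effect; % of control where 0% means no effect; nearly all actives have a fitted effect of over 45% in size; temperature-sensitive fusion mutants such as fzo1-1 at 37 °C on non-fermentable ethanol glycerol medium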
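Growth-rescue viability read-out: after 48 h at the non-permissive 37C in glycerol/ethanol YPEG, yeast mitochondrial fusion mutants are measured by CellTiterGlo luminescence; compounds (23 nl pinned per well) restoring growth score as division inhibitors or fusion activators.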
Integrin act MD = qHTS for Activators of Integrin-Mediated Alleviation for Muscular Dystrophy. Potency, µM (doses to about 38.3 µM), without a hit: at the top dose activation, actives largely listed as activators. alpha7betagal myoblasts, beta-gal FDG fluorescence, 48 h. 350,000 compounds, 0.064% hits;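 note: potency is the fitted concentration of half-maximal effect; 100% = response of the positive control SU9516; nearly all actives have a fitted effect of over 60% in size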
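alpha7betagal+/- myoblasts (passage 13, 250/well) treated 48 h at 37C with compounds at 1:260 dilution of DMSO stock. Lysed, then beta-galactosidase activity read as FDG fluorescence (ex 480/em 540) after 30 min, with pre-read for autofluorescence.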
AT treatment = qHTS Assay for Identifying a Potential Treatment of Ataxia-Telangiectasia; […] A-T fibroblasts, KAP-1 phosphorylation AlphaLISA; neocarzinostatin DNA damage 30 min before lysis; Potency, µM (top dose mostly 57.5 µM), inactives show at the highest dose activation, most hits filed as activators; 320,000 compounds, 0.19% hits; AID 485349, 2010; note: potency is the fitted concentration of half-maximal effect; % of control where 0% means no effect; nearly all actives have a fitted effect of over 45% in size
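ATM-like activity read as KAP-1 phosphorylation via AlphaLISA donor/acceptor antibody pairs after lysis and 6 hr at 25C. Cells were ATM-null patient fibroblasts ([…], hTERT), dosed 60 min, then exposed to the DSB inducer NCS for 30 min.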
TSG101-PTAP inh = qHTS Assay for Iinhibitors of HIV-1 Budding by Blocking the Interaction of PTAP/TSG101; Fluorescence polarization, FITC-PTAP peptide / Tsg101 binding; Potency, µM (titrated, usually from 115 µM), without a hit: at the highest dose activity change, negative = inhibition, most hits filed as inhibitors; Tumor susceptibility gene 101 protein (Homo sapiens), Q99816; 340,000 tested, under 10 active; active = well fitted inhibition curve with a large enough effect in the main read-out, with a control signal flat, not every such curve was filed as active; inconclusive = small, poorly fitted or top-dose-only effect, or effect the other way, or a change in a side signal; inactive = no such curve, though single readings can be large or run the other way; note: potency is the fitted concentration of half-maximal effect; % of control where 0% means no effect
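Fluorescence anisotropy tracks displacement of a FITC-tagged PTAP peptide (50 nM) from the Tsg101 binding domain (10 uM), following a 20 min room-temperature incubation at pH 7.5.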
CXXC DNA block = qHTS Fluorescence Polarization Assay for Inhibitors of MLL CXXC domain - DNA interaction; 290,000 compounds, 0.037% hits; MLL-CXXC / FITC-HOXA9 DNA fluorescence polarization; Potency, µM (highest dose often 115 µM), without a hit: at the highest dose activity change, negative = inhibition, hits mostly inhibitors; Histone-lysine N-methyltransferase 2A (Homo sapiens), Q03164; active = well fitted inhibition curve with a large enough effect in the polarisation, with a control signal flat, not every such curve was filed as active; inconclusive = small, poorly fitted or top-dose-only effect, or effect the other way, or a change in a side signal; inactive = no such curve, though single readings can be large or run the other way; the % refers to the polarisation; note: potency is the fitted concentration of half-maximal effect
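Steps: dispense CXXC domain solution (7 uM) → pin compounds or unlabeled HOX-A9 DNA control → 5 min ambient → add FLSN-HOX-A9 solution (50 nM) → spin → 30 min ambient → fluorescence polarization. Tris pH 7.5/NaCl/DTT/BSA buffer.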
Menin-MLL TR inh = qHTS Assay for Inhibitors Targeting the Menin-MLL Interaction in MLL Related Leukemias: Competition With Texas Red Labeled MLL-derived Mutant Peptide; Menin + Texas Red MLL mutant peptide, fluorescence polarization; Potency, µM (series often up to 61.6 µM), for the others: at the highest dose FP activity change, negative = inhibition, hits mostly inhibitors; 270,000 compounds, 0.23% hits; AID 1768, 2009; active = well fitted inhibition curve with a large enough effect in the polarisation, with a control signal flat, not every such curve was filed as active; inconclusive = small, poorly fitted or top-dose-only effect, or effect the other way, or a change in a side signal; inactive = no such curve, though single readings can be large or run the other way; the % refers to the polarisation; note: potency is the fitted concentration of half-maximal effect; % of control where 0% means no effect; many of its hits are not listed in these tables
Target sequence (O00255 whole entry, looked up): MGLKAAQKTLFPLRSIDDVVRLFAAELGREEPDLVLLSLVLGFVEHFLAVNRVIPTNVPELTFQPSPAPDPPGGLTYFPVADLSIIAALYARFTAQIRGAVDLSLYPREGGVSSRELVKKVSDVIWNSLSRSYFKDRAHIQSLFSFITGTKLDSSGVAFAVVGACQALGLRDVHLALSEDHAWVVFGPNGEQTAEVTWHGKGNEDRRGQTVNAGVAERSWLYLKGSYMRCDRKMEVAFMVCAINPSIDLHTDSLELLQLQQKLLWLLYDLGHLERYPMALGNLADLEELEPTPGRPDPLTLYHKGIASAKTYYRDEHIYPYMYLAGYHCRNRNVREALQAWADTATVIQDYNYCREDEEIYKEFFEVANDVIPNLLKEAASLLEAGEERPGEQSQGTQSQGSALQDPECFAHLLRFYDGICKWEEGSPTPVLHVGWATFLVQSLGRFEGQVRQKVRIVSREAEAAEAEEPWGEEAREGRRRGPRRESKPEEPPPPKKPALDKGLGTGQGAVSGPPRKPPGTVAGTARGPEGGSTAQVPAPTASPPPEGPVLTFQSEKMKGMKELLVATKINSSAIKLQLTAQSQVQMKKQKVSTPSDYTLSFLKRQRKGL
S-ASM inh = Inhibitors of Secretory Acid Sphingomyelinase (S-ASM): qHTS. Sphingomyelin phosphodiesterase (Homo sapiens), P17405. placental ASM, HMU-PC fluorogenic substrate, 60 min. Potency, µM (series often up to 57.5 µM), without a hit: top-dose activity change, negative = inhibition, actives largely listed as inhibitors. 340,000 compounds, 0.006% hits. AID 504937, 2011; note: potency is the fitted concentration of half-maximal effect
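Fluorescence read-out (Ex 386 nm, Em 447 nm) after stopping the reaction at pH 10. Enzyme: ASM from human placenta; substrate HMU-PC0, 9 uM final; 60 min, 37 °C. Compound preincubation 10 min, ambient temperature.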
MBNL1 CUG block = qHTS Assay for Inhibitors of MBNL1-poly(CUG) RNA binding; 280,000 compounds, 0.036% hits; TR-FRET MBNL1-His/biotin-(CUG)12 binding, 665/545 ratio; Potency, µM (highest dose often 57.5 µM), inactives show at the top dose activity change, negative = inhibition, usual class: inhibitors; Muscleblind-like protein 1 (Homo sapiens), Q9NR56; active = well fitted inhibition curve with a large enough effect in the signal ratio, with a control signal flat, not every such curve was filed as active; inconclusive = small, poorly fitted or top-dose-only effect, or effect the other way, or a change in a side signal; inactive = no such curve, though single readings can be large or run the other way; the % refers to the signal ratio; note: potency is the fitted concentration of half-maximal effect; % is set by controls: 0 for no effect and ±100 for the full control effect
Target sequence (Q9NR56 whole entry, looked up): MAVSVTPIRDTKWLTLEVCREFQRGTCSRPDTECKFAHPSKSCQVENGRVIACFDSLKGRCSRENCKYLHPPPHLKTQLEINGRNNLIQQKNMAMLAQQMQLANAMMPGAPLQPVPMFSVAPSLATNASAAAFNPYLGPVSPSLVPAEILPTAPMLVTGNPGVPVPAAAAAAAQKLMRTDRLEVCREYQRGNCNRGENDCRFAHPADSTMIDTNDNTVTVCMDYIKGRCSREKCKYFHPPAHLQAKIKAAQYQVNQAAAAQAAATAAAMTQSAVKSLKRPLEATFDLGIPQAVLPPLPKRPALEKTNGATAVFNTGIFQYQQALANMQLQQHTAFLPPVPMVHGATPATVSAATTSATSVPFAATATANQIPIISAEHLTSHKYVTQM
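Ratiometric TR-FRET (665 over 545 nm, excitation 340 nm) tracks disruption of MBNL1-His/biotin-(CUG)12 complex after 60 min at room temperature, with compounds at 92 nM to 58 uM final.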
* = called active by the depositor; ? = inconclusive; nt = no result given; [ ] = another dose, or the depositor's remark. Unless noted, calls come from the whole dose curve; as a rule, active = well fitted curve in the direction sought with a large enough effect; inconclusive = small, poorly fitted or top-dose-only effect, or another doubt; inactive = no such curve, though single readings can be large; an effect the other way counts as inactive or inconclusive. This is a subset, so the mix of outcomes need not match the whole.

item	SMILES	TCR activator	TSHR antag	Mito fusion yeast	Integrin act MD	AT treatment
1	COc1ccc(CCc2nnc(CCC(=O)NCc3cnn(-c4ccccc4C)c3)o2)cc1	3%	-18	1%	?	-1%
2	O=C1OCc2ccc(NC(=O)c3sccc3Cl)cc21	19%	1	2%	39%	6%
3	CCN(CC(=O)Nc1cc(Cl)ccc1C)C(=O)CSCc1c(C)noc1C	1%	3	11%	25%	3%
4	COC(=O)CNC(=O)COC(=O)C(Cc1ccccc1)NC(=O)c1ccco1 (stereo not drawn)	5%	-1	-1%	-3%	-1%
5	CCCCN1C2CCCC1CC(NC(=O)c1ccccc1Cl)C2 (stereo not drawn)	-4%	1	-3%	-18%	10%
6	CCN1CCN(C(=O)C2=CC(c3ccc(OC)cc3)=NS(=O)(=O)N2C)CC1	-2%	-6	-7%	14%	6%
7	COc1ccccc1NC(=O)C1=C(C)NC(=O)NC1c1ccccc1[N+](=O)[O-] (stereo not drawn)	6%	9	0%	-8%	-9%
8	COc1cccc(NC(=O)CN(C)C(=O)c2ccccn2)c1	-3%	nt	nt	-12%	14%
9	CCOC(=O)c1c(C)[nH]c2cc(Br)c(OC)cc12	-6%	30	7%	-25%	11%
10	CCc1c(C)sc(NC(=O)c2ccco2)c1C(=O)N1CCCCC1	4%	-1	-2%	-1%	-6%
11	CN(Cc1ccccc1)C(=O)COC(=O)C12CC3CC(CC(Br)(C3)C1)C2	-4%	6	nt	17%	27%
12	FC(F)(F)c1ccccc1-c1nc(-c2ccncc2)no1	1%	-3	-1%	-11%	4%

item	TSG101-PTAP inh	CXXC DNA block	Menin-MLL TR inh	S-ASM inh	MBNL1 CUG block
1	-7%	8%	-6%	0%	-4%
2	-1%	11%	nt	0%	-7%
3	-8%	nt	nt	12%	nt
4	-5%	6%	2%	-1%	6%
5	1%	-5%	-9%	2%	-13%
6	0%	nt	-1%	16%	?
7	0%	1%	?	13%	15%
8	-9%	nt	nt	0%	nt
9	0%	1%	-1%	-4%	7%
10	-4%	10%	-22%	2%	6%
11	2%	nt	nt	5%	nt
12	-2%	0%	-1%	-5%	-2%

Structures from the list above with a furan ring, fused or not, in the order listed:
item	SMILES	TCR activator	TSHR antag	Mito fusion yeast	Integrin act MD	AT treatment
4	COC(=O)CNC(=O)COC(=O)C(Cc1ccccc1)NC(=O)c1ccco1 (stereo not drawn)	5%	-1	-1%	-3%	-1%
10	CCc1c(C)sc(NC(=O)c2ccco2)c1C(=O)N1CCCCC1	4%	-1	-2%	-1%	-6%

item	TSG101-PTAP inh	CXXC DNA block	Menin-MLL TR inh	S-ASM inh	MBNL1 CUG block
4	-5%	6%	2%	-1%	6%
10	-4%	10%	-22%	2%	6%

Next records:
item	SMILES	TCR activator	TSHR antag	Mito fusion yeast	Integrin act MD	AT treatment
13	COc1ccccc1C(=O)NCCC(=O)N1CCN(S(=O)(=O)c2ccc(Cl)cc2)CC1	1%	8	-1%	-39%	-5%
14	O=C(C1CCN(S(=O)(=O)c2ccc(Cl)s2)CC1)N1CCN(c2ccccc2)CC1	7%	nt	nt	15%	nt
15	CCC(Sc1nc(N)cc(=O)[nH]1)C(=O)NC(C(=O)OC)c1ccccc1 (stereo not drawn)	5%	0	-1%	-16%	-1%
16	O=[N+]([O-])c1ccc(N=NN(CCO)CCO)cc1	-8%[46.1 µM]	14	5%	48%	-12%
17	O=c1cc(C(F)(F)F)nc(-c2cccnc2)[nH]1	-4%	15	-3%	6%	5%
18	COc1ccc(Cl)cc1NC(=O)COC(=O)C1=NNC(=O)CC1	-4%	-2	nt	29%	20%
19	CSc1ccccc1OCc1cc(C(=O)N2CCN3CCCC3C2)no1 (stereo not drawn)	-5%	11	-1%	7%	-4%
20	COC(=O)/C(=C\Nc1ccc(OC)cc1)NC(=O)c1ccc(Cl)cc1Cl	1%	nt	-7%	-32%	nt
21	COc1ccc(C2CC(=O)Oc3c2c(=O)n(C)c2ccccc32)c(OC)c1OC (stereo not drawn)	0%	-13	-2%	0%	7%
22	COc1ccccc1NS(=O)(=O)c1cccc(NS(=O)(=O)c2cc(C(=O)O)ccc2OC)c1	0%[46.1 µM]	15	nt	-18%	-10%
23	CC[C@]12c3[nH]c4ccc(Cl)cc4c3CCN1C(=O)[C@@H](CC(=O)NCCN1CCOCC1)C[C@@H]2C(=O)N1CCN(C(=O)C2CC2)CC1	1%[46.1 µM]	9	nt	1%	-2%
24	CCOc1ccc(-n2c(=O)c3sccc3n(Cc3ccc(C)cc3)c2=O)cc1	2%	-14	5%	5%	5%

item	TSG101-PTAP inh	CXXC DNA block	Menin-MLL TR inh	S-ASM inh	MBNL1 CUG block
13	-6%	nt	nt	-1%	nt
14	0%	nt	nt	-3%	nt
15	0%	1%	22%	2%	-7%
16	-3%	7%	5%	-10%	?
17	0%	-1%	15%	-4%	-1%
18	-2%	nt	nt	0%	nt
19	-3%	47%[activator]	-15%	8%	-2%
20	-3%	3%	3%	-5%	3%
21	0%	0%	-2%	1%	3%
22	1%	nt	nt	4%	nt
23	-5%	nt	nt	11%	nt
24	-7%	16%	2%	-3%	10%

The list goes on.
item	SMILES	TCR activator	TSHR antag	Mito fusion yeast	Integrin act MD	AT treatment
25	Cc1nn(CC(=O)Nc2c(F)cc(F)cc2Br)c(=O)c2cccn12	3%	7	-3%	25%	6%
26	CCOc1ccccc1CN1CCN(CCCn2cccn2)CC1CCO (stereo not drawn)	6%	-15	0%	-35%	9%
27	Nc1nc(SC2c3cccc4cccc(c34)C2NS(=O)(=O)c2ccccc2)n[nH]1 (stereo not drawn)	1%[46.1 µM]	-14	-15%	1%	7%
28	CCN(CC(=O)Nc1c(F)cccc1F)C(=O)/C=C/c1ccc(OCC#N)c(OC)c1	-3%	3	-4%	-10%	-5%
29	Cn1cnnc1SCC(=O)Nc1ccc2nc(SCc3ccccc3Cl)sc2c1	1%[46.1 µM]	-10	21%	4%	3%
30	Cn1c(SCCC(=O)O)nnc1-c1ccncc1	2%[46.1 µM]	-8	-3%	3%	nt
31	COc1ccc(NC(=O)C(=O)NCCN2CCN(C(=O)c3cccs3)CC2)cc1	-2%[46.1 µM]	-6	-4%	5%	5%
32	Cc1cc(C)cc(N2C(N)=NC(N)=NC2c2ccccc2F)c1 (stereo not drawn)	0%	6	-8%	-39%	41%
33	CC(=O)Nc1ccc(NS(=O)(=O)c2c(Cl)cccc2Cl)cc1	1%	6	1%	10%	40µM*
34	O=C1CCCCN1CCCC(=O)N1CCCC(Nc2ccc(F)cc2)C1 (stereo not drawn)	-8%	19	4%	3%	-17%
35	CCCCc1nnc(NC(=O)C2CC(=O)N(c3ccc(C)cc3)C2)s1 (stereo not drawn)	-10%	-2	2%	0%	-1%
36	CCC1(C)NC(C(=O)O)Cc2c1[nH]c1ccccc21 (stereo not drawn)	nt	-8	-1%	-49%[inhibitor]	4%

item	TSG101-PTAP inh	CXXC DNA block	Menin-MLL TR inh	S-ASM inh	MBNL1 CUG block
25	-4%	9%	nt	5%	-3%
26	-1%	1%	-19%	6%	3%
27	-4%	7%	8%	-1%	nt
28	-1%	nt	nt	nt	nt
29	-3%	6%	26%	-4%	-7%
30	0%	-13%	-12%	4%	-9%
31	-5%	4%	14%	5%	-7%
32	0%	6%	-18%	4%	3%
33	0%	3%	nt	-3%	-13%
34	-2%	-10%	nt	-3%	-5%
35	-4%	-5%	3%	-1%	-1%
36	0%	-1%	4%	1%	2%
